GRK2 inh: inhibitors of human GRK2 displacing RNA aptamer. actives 0.59% (n = 330,000). AID 488847. inhibition of aptamer binding, % at 10 µM. P25098. bead flow cytometry, FAM-aptamer displacement from GRK2;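 active = inhibition of aptamer binding above 40%, roughly 3 SD of noise, on plates passing a quality check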;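 note: median bead fluorescence of bound FAM aptamer so fluorescent compounds give negative values; no value below 0 was filed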
CIT2-GFP yeast: alters CIT2-GFP fluorescence in TOR pathway yeast screen; actives 0.065% (n = 320,000); GFP response vs DMSO, % at 10 µM; AID 2029; S. cerevisiae CIT2-GFP strain, flow cytometry, 3 h; 100 means same as DMSO wells;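 active = GFP response relative to DMSO above a set limit, near the screen mean plus 3 SD, cut at about 150% in these data; inconclusive = Fewer than 70 cells measured for a yeast strain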;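 note: ratio of well median GFP fluorescence to mean of DMSO wells on the plate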
LAP4 TOR yeast: modulators of TOR pathway LAP4-GFP in S. cerevisiae. GFP response vs DMSO, % at 10 µM. AID 2023. S. cerevisiae LAP4-GFP multiplex, flow cytometry GFP, 3 h; median GFP as percent of DMSO wells. actives 0.34% (n = 320,000);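 active = GFP response vs DMSO above a set limit, about the screen mean plus 3 SD, cut at about 150% in these data; inconclusive = under 70 cell events counted for the yeast strain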
AGP1-GFP MLPCN: alters AGP1-GFP fluorescence in TOR pathway yeast screen | S. cerevisiae AGP1-GFP multiplex flow cytometry, 3 h; GFP as percent of DMSO wells | GFP response vs DMSO, % at 10 µM | actives 0.02% (n = 320,000) | AID 2066;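 active = GFP response relative to DMSO above a set limit, near screen average plus 3 SD, cut at about 150% in these data; inconclusive = fewer than 70 cells counted for the yeast strain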;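 note: median GFP channel fluorescence of the gated AGP1 strain per well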
VLA-4 inh: inhibition in a human VLA-4 binding assay; P13612; VLA-4 expressing cells, ligand binding flow cytometry; inhibition, % (about 7 µM as worked out from the volumes in the protocol); actives 0.2% (n = 330,000); AID 2557; in the data active = inhibition above about 50%
Target sequence (P13612 whole entry, looked up): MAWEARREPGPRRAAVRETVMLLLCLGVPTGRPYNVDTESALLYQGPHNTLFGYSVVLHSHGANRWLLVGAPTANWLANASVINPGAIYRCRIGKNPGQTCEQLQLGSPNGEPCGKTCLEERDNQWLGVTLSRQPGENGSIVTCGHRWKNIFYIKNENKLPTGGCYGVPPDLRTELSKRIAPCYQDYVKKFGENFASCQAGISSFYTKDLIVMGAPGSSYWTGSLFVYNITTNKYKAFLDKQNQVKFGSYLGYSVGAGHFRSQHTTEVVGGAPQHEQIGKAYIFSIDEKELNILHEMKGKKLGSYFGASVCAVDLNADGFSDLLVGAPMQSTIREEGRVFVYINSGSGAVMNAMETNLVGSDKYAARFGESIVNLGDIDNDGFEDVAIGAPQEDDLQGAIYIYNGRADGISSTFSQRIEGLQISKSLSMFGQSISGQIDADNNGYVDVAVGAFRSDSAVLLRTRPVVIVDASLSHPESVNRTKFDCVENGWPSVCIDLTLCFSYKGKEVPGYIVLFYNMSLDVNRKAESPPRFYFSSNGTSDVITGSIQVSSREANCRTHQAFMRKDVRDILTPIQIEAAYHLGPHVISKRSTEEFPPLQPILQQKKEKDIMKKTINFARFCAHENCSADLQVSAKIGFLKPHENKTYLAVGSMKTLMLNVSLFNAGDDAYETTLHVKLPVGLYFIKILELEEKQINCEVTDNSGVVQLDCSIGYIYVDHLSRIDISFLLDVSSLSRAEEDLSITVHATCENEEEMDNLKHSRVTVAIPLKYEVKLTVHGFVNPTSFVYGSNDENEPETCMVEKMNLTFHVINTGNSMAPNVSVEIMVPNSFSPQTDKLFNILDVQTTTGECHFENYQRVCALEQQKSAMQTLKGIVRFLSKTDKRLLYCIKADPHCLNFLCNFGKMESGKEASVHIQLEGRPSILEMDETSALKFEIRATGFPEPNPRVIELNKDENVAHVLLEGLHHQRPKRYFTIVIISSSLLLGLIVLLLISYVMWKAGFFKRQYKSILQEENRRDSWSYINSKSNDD
MEP2 TOR yeast: yeast TOR pathway MEP2-GFP modulation; actives 0.51% (n = 330,000); GFP response vs DMSO, % at 10 µM; S. cerevisiae MEP2-GFP strain, flow cytometry GFP, 3 h; 100% = DMSO control level;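 active = GFP response versus DMSO above a set limit, roughly screen mean plus 3 SD, cut at about 180% in these data; inconclusive = fewer than 70 cells counted for a yeast strain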;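 note: median GFP fluorescence of the barcode-gated MEP2-GFP cells per well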
GASC-1 inh: blocks human GASC-1 demethylase activity; GST-JMJD2C(1-420) H3K9me3 demethylation, DELFIA europium; inhibition, % at 2.35 µM; actives 0.069% (n = 330,000); AID 2099;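 active = more than half of a compound's replicate wells show inhibition beyond 50%, single wells judged on their own value; inconclusive = some, but no more than half, of replicates pass 50% inhibition; inactive = no replicate passes 50% inhibition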;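 note: signal counts dimethyl H3K9 product captured on neutravidin plate; 0% = median of DMSO wells and 100% = 0.3 times that DMSO median; strong numbers were not always called active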
RPL19A TOR yeast: yeast TOR pathway RPL19A-GFP modulation; S. cerevisiae RPL19A-GFP strain, flow cytometry, 3 h; hits give low values; percent response vs DMSO, % at 10 µM; actives 0.3% (n = 330,000);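 active = percent response vs DMSO below 50%; inconclusive = fewer than 70 events counted for the yeast strain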;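 note: median channel GFP fluorescence of the barcoded RPL19A-GFP strain; ratio of sample median GFP to plate DMSO average so 100% = DMSO; lower means less RPL19A-GFP as with rapamycin TOR inhibition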
Active calls of the source: *; ? = inconclusive; . = no result given; & = joins results of further samples; [ ] = another dose, or the depositor's remark. Compounds were not picked by outcome (roughly 1.7% active in at least one column).

No.	canonical_smiles	GRK2 inh	MEP2 TOR yeast	RPL19A TOR yeast	GASC-1 inh	AGP1-GFP MLPCN	VLA-4 inh	CIT2-GFP yeast	LAP4 TOR yeast
1	COc1ccccc1-n1c(SCC(=O)NC2CC2)nc2ccccc2c1=O	7	111	109	8	109	7	114	107
2	COC(=O)c1c(C(=O)OC)c(-c2ccc(OC)cc2)n2c1CS(=O)C2 (stereo not drawn)	0	108	98	-3	66	10	105	89
3	CCOC(=O)/C=C/C(=O)N1CCc2ccccc21	2	100	101	?	99	10	93	113
4	O=C(COC(=O)CCN1C(=O)/C(=C\C=C\c2ccccc2)SC1=S)Nc1cc(F)ccc1F	17	106	97	-30	96	10	91	108
5	CCOC(=O)Cn1c(=O)oc2cc(S(=O)(=O)Nc3cccc(C)c3)ccc21	1	99	99	1	104	-24	103	93
6	CCN(C(=O)COC(=O)c1ccc2ccccc2c1)c1c(N)n(Cc2ccccc2)c(=O)[nH]c1=O	1	101	98	17	98	-1	88	96
7	CCC(C)[C@H](NC(=O)N1CCn2c1nc1ccccc12)C(=O)NCCc1ccc(OC)c(OC)c1 (stereo partly drawn)	2	105	100	-18	101	24	100	100
8	COc1ccc(S(=O)(=O)Nc2c(C)n(C)n(-c3ccccc3)c2=O)cc1C(=O)O	3	134	95	29	90	-1	110	104
9	Cc1ccccc1N/C(SCc1cccc(Br)c1)=C(/C#N)C(N)=O	4	97	96	0	96	3	98	88
10	O=[N+]([O-])c1ccc(N2CCNCC2)c(S(=O)(=O)N2CCOCC2)c1	0	103	103	5	101	13	97	94
11	COc1ccccc1NS(=O)(=O)c1cccc(C(=O)N/N=C2\CC(=O)CC(C)(C)C2)c1	3	98	102	-2	99	11	98	105
12	Cc1ccc(NC(=O)CSc2nc(CSc3ccc(C)cc3)cc(=O)[nH]2)cc1	0	102	105	-24	100	-10	90	97
13	C=C(C)Cn1c(Sc2nnc(C)s2)nc2c1c(=O)[nH]c(=O)n2C	1	100	101	0	106	-2	108	97
14	Cc1ccccc1CN1C[C@@H]2C[C@@H](c3ccc4nsnc4c3)N3CCC[C@@]23C1=O	0	96	98	11	101	-4	96	100
15	Cc1oc(-c2ccccc2F)nc1CS(=O)(=O)CC(=O)N1CCCCCC1	4	95	93	-16	95	20	92	103
16	COc1ccc(Cl)cc1N(CC(=O)Nc1ccccc1C(=O)NCc1ccco1)S(C)(=O)=O	20	107	94	-4&-2	98	22	96	106
17	Cc1[nH]c(=O)c(C#N)c2c1COC(C)(C)C2	0	105	100	27	106	-8	102	101
18	Cc1cc(=O)n2[nH]c(-c3sccc3-n3c(C)ccc3C)cc2n1	1	98	98	-15	.	9	102	104
19	CCC(C)NC(=O)CCn1c(-c2ccc(F)cc2)cc(C(C)=O)c1C (stereo not drawn)	0	105	105	179	101	5	113	92
20	CCSC1=N/C(=C\c2ccccc2)C(=O)N1c1ccc(OC)cc1	3	94	102	0	105	-3	107	112
21	COc1ccc(CNC(=O)CN(Cc2ccc(Cl)cc2)C(=O)c2csnn2)cc1	0	92	97	2	95	3	95	97
22	Oc1c(C=NCc2ccncc2)sc2ccccc12	1	117	102	-1	110	2	107	111
23	CCOCc1nnc(NC(=O)CCc2ccccc2)s1	2	102	103	-3	106	-6	105	112
24	CCCCNC(=O)Cn1cnc2sc(C)c(S(=O)(=O)N3CCN(c4ncccn4)CC3)c2c1=O	0	97	95	-17	98	-11	96	97
25	COc1ccc(-c2ccnc3nc(N4CCOCC4)nn23)cc1	0	106	103	-2	94	2	93	104
26	COc1ccc(S(=O)(=O)N(CCC#N)Cc2ccco2)cc1OC	0	103	102	-4	99	2	97	104
27	CCN1C(=Nc2ccc(Cl)cc2)SC/C1=C\C(=O)OC	0	99	96	-2	103	-5	106	90
28	O=C(O)CSCC(=O)N1CCCN(c2nccc(C(F)(F)F)n2)CC1	3	105	102	21	100	1	97	97
29	CCN1CCN(CCCNC(=O)c2ccc(/C=C3/Sc4ccccc4N(Cc4ccccc4F)C3=O)cc2)CC1	0	101	103	-6	96	3	85	128
30	Cc1cc2c(c(=O)n1CCc1ccccc1)C(C(C)C)C(C#N)=C(N)O2 (stereo not drawn)	2	98	103	-4	107	0	103	95

Additional entries follow.
No.	canonical_smiles	GRK2 inh	MEP2 TOR yeast	RPL19A TOR yeast	GASC-1 inh	AGP1-GFP MLPCN	VLA-4 inh	CIT2-GFP yeast	LAP4 TOR yeast
31	CSc1nccc(NC(=O)c2ccc(C(C)(C)C)cc2)n1	0	105	104	-1	92	9	99	91
32	O=C(CCCCCn1c(=S)[nH]c2cc3c(cc2c1=O)OCO3)N1CCN(C2CCCCC2)CC1	11	103	100	13	101	3	102	102
33	O=c1cnc(-c2ccc(Cl)cc2)cn1O	0	101	101	-2	102	4	102	105
34	Cc1ccc(Nc2nc(N)nc(CN3CCN(c4ccccc4F)CC3)n2)cc1	0	108	100	-18	102	26	96	108
35	O=C1CCCC(O)=C1C=NCc1ccccc1	0	103	100	8	104	1	103	102
36	CNC(=S)N/N=C/c1cn(Cc2c(F)cccc2Cl)c2ccccc12	0	101	96	-9	94	6	92	96
37	O=C(O/N=C(\c1ccccc1)c1ccccn1)c1cccc2ccccc12	0	98	98	-10	87	7	89	102
38	Cc1ccc(NC(=O)c2cccc(S(=O)(=O)N3CCN(c4ccc(F)cc4)CC3)c2)nc1	0	90	100	0	98	-10	95	92
39	C=CCSc1nsc(N)n1	0	102	99	18	104	18	97	99
40	Cc1cccc(C)c1NC(=O)CCCSc1nnc(-c2ccco2)o1	3	98	93	0	96	13	92	97
41	CCOC(=O)C1=C(CCc2ccccc2)NC(=O)NC1c1ccc2ccccc2c1 (stereo not drawn)	0	105	100	-26	106	-3	105	96
42	S=C(NCc1ccco1)N1CCN(C(c2ccccc2)c2ccccc2)CC1	0	96	93	4	101	-6	92	100
43	CC(OC(=O)C1CCCCC1)c1nc2ccccc2[nH]1 (stereo not drawn)	0	90	98	-10	93	-16	100	89
44	CCc1cc(=O)oc2cc(C)cc(OCC(=O)NCC(O)c3ccccc3)c12 (stereo not drawn)	0	98	93	94	91	25	98	84
45	Cc1cccc(N2CCN(C(=O)CCc3nc4ccccc4[nH]3)CC2C)c1 (stereo not drawn)	1	100	109	4	106	-1	114	103
46	COCc1[nH]nc2c1C(c1ccc(OC)cc1)C(C#N)=C(N)O2 (stereo not drawn)	0	102	97	49	91	6	94	97
47	CCN(c1ccccc1)S(=O)(=O)c1ccc(C(=O)Nc2nnc(CSC)o2)cc1	0	106	104	-4	99	13	103	95
48	O=C(/C=C/c1ccccc1[N+](=O)[O-])Nc1ccc(S(=O)(=O)Nc2ncccn2)cc1	1	99	109	6	93	8	95	67
49	O=C(CSc1nncn1-c1ccccc1F)NC1CC1	1	102	101	7	98	14	105	92
50	CSc1ccc(CCNC(=O)C2CCCN(c3ncnc4c3nc3n4CCCCC3)C2)cc1 (stereo not drawn)	0	95	103	-1	97	2	95	92
51	Fc1cccc(-c2oncc2-c2nnnn2-c2ccc(Cl)cc2)c1	0	104	98	0	96	14	97	106
52	CCOc1cccc(OCCCNCCCOC)c1	6	96	96	13	100	13	99	96
53	CCc1cccc(CC)c1NC(=O)C1CC(=O)N(c2ccc3c(c2)OCCO3)C1 (stereo not drawn)	0	95	100	0	100	-10	103	93
54	COc1cc(NC(=O)c2cc(OC)c(OC)c(OC)c2)cc(-n2cnnn2)c1	4	112	103	10	99	-2	113	97
55	CC(=O)c1c(C)[nH]c(C(=O)OCC(=O)Nc2ncc(Cl)c(C)c2Cl)c1C	9	100	95	1	96	2	96	102
56	CC1(OC(=O)CCc2ccccc2)C(=O)C=C2C=C(c3ccsc3)OC=C2C1=O (stereo not drawn)	5	96	94	16	51	35	59	111
57	Cc1ccc(C2=CC(c3ccc(N(C)C)cc3)n3nnnc3N2)cc1 (stereo not drawn)	0	98	97	21	98	4	96	99
58	O=C(CCNS(=O)(=O)c1cccc2nsnc12)Nc1ccc2c(c1)OCCO2	0	102	100	1	102	12	101	100
59	CC1CCN(C(=O)c2ccc(NC(=O)c3cccs3)cc2)CC1	0	104	103	10	93	13	95	92
60	CCOC(=O)C1CN(S(=O)(=O)c2cc(OC)ccc2OC)C1	0	100	101	-7	98	8	102	95

(continued)
No.	canonical_smiles	GRK2 inh	MEP2 TOR yeast	RPL19A TOR yeast	GASC-1 inh	AGP1-GFP MLPCN	VLA-4 inh	CIT2-GFP yeast	LAP4 TOR yeast
61	C/C(=N\NC(=O)c1nnn(-c2nonc2N)c1CN(C)c1ccccc1)c1ccc(O)cc1	2	102	101	2	103	4	104	99
62	COc1cc(/C=C2/SC(=S)NC2=O)ccc1OS(=O)(=O)c1ccc(C)cc1	0	103	104	11	99	2	103	101
63	NC(=O)C1CCN(C(=O)CCn2c(=O)oc3ccccc32)CC1	0	105	107	-4	100	-203	89	114
64	COc1ccccc1OCC(=O)N1CCCC(Nc2ccc(F)c(F)c2)C1 (stereo not drawn)	0	?	?	0	76[may fluoresce red and violet]	7	?	?
65	COc1cccc(-c2ccc3ncnc(N(C)Cc4ccco4)c3c2)c1	8	91	93	4	90	-4	99	101
66	CCOCCCNC(=O)C(c1ccc(C)cc1)N(Cc1cccs1)C(=O)CNC(C)=O (stereo not drawn)	0	103	100	-4	105	17	99	92
67	COc1ccc(CN(C)CCc2ccccn2)c(OC)c1OC	0	100	99	8	100	2	103	105
68	Cn1cccc1/C=C1\SC(=S)N(NC(=O)c2ccc(Cl)cc2)C1=O	6	99	98	2	92	5	96	91
